Anthrax LF prot: blocks Bacillus anthracis lethal factor protease; inhibition, % at 10 µM; multiplex microsphere protease cleavage assay, LF; P15917; 0.12% of 360,000 active; further: plate controls were buffer without enzyme for full effect and enzyme alone for no effect
PriA SSB inh: K. pneumoniae PriA-SSBct interaction inhibition | AlphaScreen SSBct-PriA binding, biotinylated peptide | inhibition, % at 33 µM | 0.6% of 430,000 active | AID 1272365; in the data active means inhibition mostly above about 37%, no sharp cut-off; inactive means mostly below about 20%;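 further: plate controls were negative control peptide for no effect and reference peptide for full effect; strong numbers were not always called active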
3CLpro inhibitor: SARS-CoV 3CLpro protease inhibition; P0C6X7; recombinant SARS-CoV 3CLpro, quenched FRET peptide cleavage; inhibition, % at 6 µM; 0.14% of 290,000 active; AID 1706; in the data active means inhibition above about 12%
PfHsp40 yeast: compounds rescuing yeast from Plasmodium falciparum HSP40 toxicity; AID 504582; 0.68% of 340,000 active; S. cerevisiae expressing PfHsp40, growth rescue, ATP luminescence; growth rescue, % at 12.5 µM; in the data active means growth rescue above about 28%, passing the limit was not always enough; inconclusive means no clear call, values can overlap the other calls;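 further: yeast W303a lacking pdr1 and pdr3 grown in galactose medium; growth measured after three days at 30 °C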
PrPC surface inh: inhibitors of human cell surface prion protein PrPC; inhibition, % at 13.8 µM; AID 720596; TR-FRET read-out; 0.43% of 370,000 active; P04156; in the data active means inhibition above about 24%; further: 0% = median of the test wells and 100% = reference compound wells
Y pestis TopoI: blocks Yersinia pestis topoisomerase I activity; Y. pestis Topo-I cleavage product accumulation, plate reader; activity, % at 10 µM; 0.064% of 360,000 active; in the data active means activity above about 50%, passing the limit was not always enough; inconclusive means no clear call, values can overlap the other calls; further: inactives centre near 2
BoNT-A LC inh2: BoNT A light chain protease inhibition; 0.17% of 360,000 active; multiplex microsphere protease substrate cleavage, flow cytometry; inhibition, % at 10 µM; further: plate controls were buffer without enzyme for full effect and enzyme alone for no effect
TcdB inh: TcdB glycohydrolase inhibition; P18177; TcdB glycohydrolase enzymatic assay, plate reader; inhibition, % at 9.99 µM; 0.24% of 350,000 active; AID 652162; in the data active means inhibition above about 10%
Target sequence (P18177 whole entry, looked up): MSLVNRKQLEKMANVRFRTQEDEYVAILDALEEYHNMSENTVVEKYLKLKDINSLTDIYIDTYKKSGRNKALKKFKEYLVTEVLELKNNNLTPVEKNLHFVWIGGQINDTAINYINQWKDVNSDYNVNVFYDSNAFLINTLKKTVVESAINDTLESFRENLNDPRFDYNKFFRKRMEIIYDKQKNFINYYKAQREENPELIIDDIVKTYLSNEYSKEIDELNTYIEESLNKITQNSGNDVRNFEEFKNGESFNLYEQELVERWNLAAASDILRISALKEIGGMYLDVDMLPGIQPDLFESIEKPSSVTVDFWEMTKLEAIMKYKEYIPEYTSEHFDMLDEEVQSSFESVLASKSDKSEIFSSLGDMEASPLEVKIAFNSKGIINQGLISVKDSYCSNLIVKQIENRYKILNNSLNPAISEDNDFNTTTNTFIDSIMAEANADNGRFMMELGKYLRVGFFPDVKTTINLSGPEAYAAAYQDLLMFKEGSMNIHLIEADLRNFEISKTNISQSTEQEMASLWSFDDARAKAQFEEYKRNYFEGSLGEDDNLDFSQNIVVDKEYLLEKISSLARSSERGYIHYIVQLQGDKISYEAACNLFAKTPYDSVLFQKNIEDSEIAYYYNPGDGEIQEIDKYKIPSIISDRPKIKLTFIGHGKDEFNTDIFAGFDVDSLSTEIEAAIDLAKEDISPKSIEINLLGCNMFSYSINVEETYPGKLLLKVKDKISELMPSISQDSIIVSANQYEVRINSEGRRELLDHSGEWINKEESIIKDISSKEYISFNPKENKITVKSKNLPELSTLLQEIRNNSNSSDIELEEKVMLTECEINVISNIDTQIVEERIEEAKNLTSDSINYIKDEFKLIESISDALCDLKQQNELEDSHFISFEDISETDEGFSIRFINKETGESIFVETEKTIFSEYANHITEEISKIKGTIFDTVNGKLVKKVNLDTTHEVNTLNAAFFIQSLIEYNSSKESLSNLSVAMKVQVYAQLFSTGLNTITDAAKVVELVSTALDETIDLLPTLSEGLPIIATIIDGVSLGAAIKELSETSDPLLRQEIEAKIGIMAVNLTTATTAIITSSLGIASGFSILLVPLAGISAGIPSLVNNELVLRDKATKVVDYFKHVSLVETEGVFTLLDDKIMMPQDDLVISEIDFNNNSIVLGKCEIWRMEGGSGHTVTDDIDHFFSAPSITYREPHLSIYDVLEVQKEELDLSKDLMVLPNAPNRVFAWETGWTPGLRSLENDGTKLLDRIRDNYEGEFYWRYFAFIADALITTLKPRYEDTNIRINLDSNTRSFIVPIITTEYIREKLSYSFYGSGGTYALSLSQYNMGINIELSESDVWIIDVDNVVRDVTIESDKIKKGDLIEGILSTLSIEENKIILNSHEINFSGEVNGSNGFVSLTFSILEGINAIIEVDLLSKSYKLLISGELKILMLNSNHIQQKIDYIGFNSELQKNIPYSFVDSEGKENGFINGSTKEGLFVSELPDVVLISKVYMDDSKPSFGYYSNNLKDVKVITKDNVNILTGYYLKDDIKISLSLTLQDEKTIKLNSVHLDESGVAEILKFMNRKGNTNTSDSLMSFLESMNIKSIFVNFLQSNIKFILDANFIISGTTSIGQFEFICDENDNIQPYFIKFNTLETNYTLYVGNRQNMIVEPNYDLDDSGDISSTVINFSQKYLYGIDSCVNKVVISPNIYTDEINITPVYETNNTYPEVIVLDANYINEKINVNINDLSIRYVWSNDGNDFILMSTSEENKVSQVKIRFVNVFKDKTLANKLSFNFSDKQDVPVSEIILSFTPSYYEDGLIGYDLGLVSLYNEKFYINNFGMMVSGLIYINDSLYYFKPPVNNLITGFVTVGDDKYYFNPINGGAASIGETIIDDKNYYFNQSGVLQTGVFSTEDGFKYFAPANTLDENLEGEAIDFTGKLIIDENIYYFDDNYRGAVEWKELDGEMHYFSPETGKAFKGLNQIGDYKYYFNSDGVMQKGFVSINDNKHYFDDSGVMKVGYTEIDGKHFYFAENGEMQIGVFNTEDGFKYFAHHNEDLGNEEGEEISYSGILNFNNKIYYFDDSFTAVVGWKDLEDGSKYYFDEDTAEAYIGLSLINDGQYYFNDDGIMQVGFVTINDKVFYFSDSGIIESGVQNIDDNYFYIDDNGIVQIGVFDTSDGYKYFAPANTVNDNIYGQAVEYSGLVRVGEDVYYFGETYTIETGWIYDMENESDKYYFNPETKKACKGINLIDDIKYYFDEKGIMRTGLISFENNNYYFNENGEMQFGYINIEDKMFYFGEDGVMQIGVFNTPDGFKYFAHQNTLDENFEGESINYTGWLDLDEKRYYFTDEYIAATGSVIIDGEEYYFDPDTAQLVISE
Vc quorum ag: quorum light induction in luxS cqsA deficient V. cholerae; AID 588436; 0.16% of 350,000 active; activation, % at 18.7 µM; V. cholerae BH1578 lux reporter, luminescence, 6 h; in the data active means activation mostly above about 9.7%, no sharp cut-off; inconclusive means no clear call, values can overlap the other calls; inactive means mostly below about 3.7%; further: not every result past the cut was called active; inactives centre near 0; reference of the scale not given here
Numbers without * were called inactive; i = inactive; ? = inconclusive; nt = no result given; & = joins results of further samples. Unless noted, no stated cut-off is given here; in the data, active means inhibition above about 30%; inconclusive means no clear call, values can overlap the other calls; inactive means below that.

Each structure is followed by: Anthrax LF prot	PriA SSB inh	3CLpro inhibitor	PfHsp40 yeast	PrPC surface inh	Y pestis TopoI	BoNT-A LC inh2	TcdB inh	Vc quorum ag
CCOc1ccc(/C=N\NC(=O)CC(=O)NCCc2ccccc2)cc1
  1.1	nt	-5.0	-1.1	6.4	5.9	-1.1	-1.1	27.0
N/C(=N/O)c1cccn1Cc1ccccc1[N+](=O)[O-]
  -2.9	nt	-2.2	1.9	-6.0	-9.8	-0.3	2.0	i
c1csc(Cc2nn3c(-c4n[nH]c5c4CCC5)nnc3s2)c1
  -0.5	-13.8	1.0	-0.4	1.7	8.2	1.9	nt	i
CC(C)N(Cc1ccccc1)S(=O)(=O)c1ccc(Cl)nc1
  0.8	-39.4	nt	0.8	-4.6	-8.9	-1.6	2.9	i
CCCN(C(=O)C1CCN(S(=O)(=O)c2ccc(OC)c(OC)c2)CC1)C1CCS(=O)(=O)C1 (stereo not given)
  0.0	-15.9	nt	-0.6	-3.7	1.1	2.1	1.7	0.6
CC1=C(C(=O)N2CCCC(N3CCN(c4cccc(C(F)(F)F)c4)CC3)C2)OCCO1 (stereo not given)
  -3.1	0.5	-1.1	-0.6	4.3	10.2	-0.4	0.9	-0.4
CCCC1S/C(=N/N=C/c2cccs2)NC1=O (stereo not given)
  -1.8	nt	2.8	-0.3	2.9	-1.0	-0.7	nt	-0.6
CC(C)CN1C(=O)c2ccc(NC(=O)c3cccs3)cc2C1=O
  -0.3	5.7	-1.8	1.5	-13.1	-4.5	?	nt	-2.4
COc1ccc(CNC(=O)c2cccc3c2C(=O)N(Cc2cccnc2)C3)cc1
  -4.1	-9.4	-1.9	0.3	5.5	2.5	-0.1	nt	-0.2
Cc1csc2ncc(C(=O)Nc3ccc(C(F)(F)F)cc3)c(=O)n12
  -6.3	-9.8	-1.9	-0.6	4.0	3.9	-2.0	1.4	-0.3
O=C1C=C(N2CCCCC2)C2(CCCCC2)O1
  0.0	-14.1	-6.5	-0.9	6.6	2.1	-1.0	-1.5	-0.2
COc1cc(/C=N/NC(=O)C2COc3ccccc3O2)cc(OC)c1OC (stereo not given)
  -2.3	nt	-1.6	1.7	-7.3	2.4	-0.2	nt	-0.1
CC1(C)CC(=O)c2sc(N)nc2C1
  1.0	-14.0&-3.9	-3.4	0.6	2.3	1.2	-0.4	nt	-0.3
CN(C)C=Nc1ncc2c3ccccc3n(Cc3ccccc3)c2c1C#N
  0.4	-2.5	-1.8	0.4	-1.2	0.9	0.3	nt	-0.4
O=C(Nc1ccc(Br)c2cccnc12)c1ccc(Cn2cc([N+](=O)[O-])cn2)o1
  1.9	-10.9	-3.3	0.3	-1.8	2.8	-0.3	-1.4	-0.2
Cc1cc(OCC(=O)NC2CCS(=O)(=O)C2)c2c3c(c(=O)oc2c1)CCC3 (stereo not given)
  2.3	-8.9	-2.2	-0.7	0.9	-7.3	0.1	nt	i
Cc1ccc(S(=O)(=O)NCCC(=O)OCC(=O)N(Cc2ccccc2)C(C)(C)C)cc1C
  -2.9	-12.9	nt	0.8	-7.8	26.5	0.5	0.9	12.5
Cc1ccccc1C(=O)O/N=C/c1c(N2CCOCC2)n(C)c2ccccc12
  -8.7	nt	8.3	3.0	1.1	2.8	-0.6	nt	nt
O=C(Nc1ccccc1)c1cccc(=O)o1
  22.8	-5.5	1.1	-1.8	-6.5	1.2	-0.7	1.3	-0.4
COc1cc(NC(=O)C(=O)NCCN2CCNCC2)c(OC)cc1Cl
  -6.6	-9.6	0.6	-0.5	-1.1	5.5	-5.6	-0.9	-0.2
Cc1ccc(S(=O)(=O)NN=Cc2ccco2)cc1
  -6.3	nt	nt	nt	-0.5	1.0	-0.1	2.1	4.0
CC(C)C(=O)Nc1ccc(Nc2ccccc2)cc1
  -10.1	6.3	2.5	2.9	0.6	0.5	-2.0	nt	-0.3
CCOC(=O)N1CCC(C(N)=O)CC1
  2.1	-15.7	-6.8	-0.6	-2.6	1.6	0.3	nt	i
CCc1nnc(N2C(=O)c3cccc4cccc(c34)C2=O)s1
  -1.5	2.4	2.0	0.0	-24.9	-2.4	0.2	nt	-0.4
Cc1oc(-c2ccccc2)nc1CS(=O)CC(=O)O (stereo not given)
  -5.4	-13.2	-2.2	0.8	-4.0	9.3	-0.3	1.1	-0.3
O=C(CCCCCn1c(=O)[nH]c2ccccc2c1=O)NCCc1c[nH]c2ccccc12
  -2.9	13.0	2.1	-0.9	1.4	14.3	0.0	nt	-0.7
COc1ccc(OC)c(NC(=O)COC(=O)c2ccc(S(=O)(=O)N3CCCCC3)cc2)c1
  0.8	nt	nt	nt	3.5	22.0	-0.4	-3.2	i
COCCCNC(=O)C1CC(=O)N(c2ccc(C)cc2)C1 (stereo not given)
  -1.2	-10.1	-2.4	0.7	6.7	-5.6	0.3	nt	-0.5
CCCC(=O)N1CCC1(C)C(=O)NS(=O)(=O)c1ccc(C(C)(C)C)cc1 (stereo not given)
  -1.1	nt	nt	nt	4.3	-5.2	-0.2	0.9	-0.3
Cc1[nH][nH]c(=O)c1C(c1ccc(O)c([N+](=O)[O-])c1)c1c(C)[nH][nH]c1=O
  -1.3	-0.1	1.7	-2.4	-5.1	-3.2	-0.5	nt	-0.2

Continuation.
Each structure is followed by: Anthrax LF prot	PriA SSB inh	3CLpro inhibitor	PfHsp40 yeast	PrPC surface inh	Y pestis TopoI	BoNT-A LC inh2	TcdB inh	Vc quorum ag
Cc1ccc(-n2nc(C)c(NC(=O)COC(=O)c3ccccc3NCCO)c2C)cc1
  -3.7	-3.1	nt	-0.7	-5.5	17.0	1.9	1.1	-1.4
Cc1ccc(CN2CCN(C(=O)CCN3C(=O)c4ccccc4C3=O)CC2)cc1
  -10.0	-0.9	-4.6	-1.3	-0.7	25.6	0.0	nt	i
CCc1cccc(NC(=O)NC2CCCCC2)c1
  0.5	-9.6	-0.9	0.4	2.5	-5.6	1.3	nt	-5.3
NS(=O)(=O)c1ccc(S(=O)(=O)N2CCCC(c3ccccc3)C2)cc1 (stereo not given)
  4.1	nt	nt	nt	7.4	-1.2	-0.2	0.8	i
Cc1ccc(S(=O)(=O)NCCN=Cc2ccc(N(C)C)cc2)cc1
  -5.1	-0.3	-2.4	-1.9	4.3	-9.3	0.3	1.5	nt
O=C(CN1CCc2ccccc21)Nc1ccc2c(c1)OCO2
  -7.4	11.1	0.0	1.5	-1.1	2.0	-0.4	nt	-0.3
COc1ccc(NC(=O)c2ccc(NC(=O)COC(=O)c3cnc(C)cn3)cc2)cc1
  -2.1	-6.8	nt	-0.4	-1.6	-2.2	2.6	-0.1	-2.3
CC(OC(=O)C1=COCCO1)C(=O)NC1CCCC(C)C1C (stereo not given)
  -8.0	nt	nt	nt	-1.1	4.4	-0.1	1.9	-5.6
COC(=O)C(NC(=O)c1c(C)nn(C)c1Cl)c1ccccc1 (stereo not given)
  -3.8	-13.6	2.8	-0.6	-0.3	3.4	0.1	0.7	2.1
COc1ccccc1C(=O)N/C(=C/c1ccc(Br)cc1)C(=O)NCCO
  -0.8	0.1	0.7	-1.4	-6.0	-4.3	-1.4	nt	1.0
CCOC(=O)N/N=C/c1ccc(OCCSc2ccc(Cl)cc2)c(OCC)c1
  0.9	nt	1.5	0.7	-7.0	4.8	0.9	nt	-0.2
COc1cc(/C=N/Nc2nc3ccccc3[nH]2)cc(OC)c1O
  0.8	nt	2.4	0.7	4.2	-19.9	-0.4	nt	-0.5
COCCN(Cc1ccccc1)C(=O)C1CCN(S(=O)(=O)c2ccc3c(c2)OCCO3)CC1
  3.1	-0.8	nt	-0.5	-7.3	17.6	-0.2	0.2	-3.4
CC(=O)c1ccc(NC(=S)NC(=O)CC(C)C)cc1
  -0.8	2.8	1.2	-0.3	0.5	-0.6	-0.5	0.0	-0.2
Cc1ccc(C2NCCS2)cc1 (stereo not given)
  0.2	-12.0	5.3	-0.5	1.4	3.7	0.4	0.6	i
CCOc1ccc2nc(NCCCO)[nH]c2c1
  0.5	1.6	-1.1	-1.4	-5.1	8.4	-1.5	1.2	i
Cc1nc2ccsc2c(=O)n1-c1cccc(Cl)c1
  1.9	-6.9	nt	-1.9	4.8	-1.5	?	1.7	-0.6
O=C(CNC(c1ccccc1)c1ccccc1)Nc1ccccc1F
  1.1	-29.5	1.6	-0.1	17.3	25.4	1.0	0.2	-0.3
O=C(COc1ccc(S(=O)(=O)N2CCOCC2)cc1)Nc1ccccc1Cl
  1.5	-3.4	-1.5	2.3	9.0	10.9	0.9	1.0	0.0
CC(C)c1ccc(N2C(=O)NC(=O)/C(=C/C=C/c3ccco3)C2=O)cc1
  -1.1	10.3	-0.2	2.2	6.7	1.7	0.3	nt	0.0
Fc1cccc2sc(Nc3nc4ccccc4s3)nc12
  -0.5	0.3	-2.8	-0.4	5.1	0.4	0.8	nt	-0.3
COc1ccc(Cl)cc1C(=O)Nc1ccc(S(N)(=O)=O)cc1
  1.8	-10.3	4.3	-1.6	-4.7	1.4	-1.0	1.0	i
Cn1cccc1Cc1nnc(SCC(=O)N2CCOCC2)n1CCc1ccccc1
  -6.5	7.8	2.3	-2.1	12.6	16.5	0.0	-0.7	-0.4
CCCOC1CCCN(C(=O)c2cc(COc3ccc(-n4cncn4)cc3)on2)C1 (stereo not given)
  -1.1	-18.4	6.6	1.2	7.0	-0.6	-1.0	-2.2	-4.3
O=C(N/N=C/c1ccc([N+](=O)[O-])cc1)c1ccc2nc[nH]c2c1
  -0.2	nt	0.6	-2.0	-48.3	-15.3	0.6	nt	i
Cc1ccc(C(=O)N(Cc2nnc(-c3ccccc3Cl)o2)C2CC2)o1
  -4.6	nt	nt	nt	4.3	9.5	-0.5	2.7	-0.7
Cc1ccccc1Nc1n[nH]c(C)c1[N+](=O)[O-]
  0.0	7.3	2.7	0.8	-4.9	-7.1	0.2	1.1	-0.3
CN(C)CCNC(=O)C(=O)Nc1ccc2c(c1)N(S(=O)(=O)c1cccs1)CCC2
  1.6	0.5	nt	-1.7	6.0	-4.0	1.1	2.5	-5.6
CC(C)NC(=O)c1ccc(COc2cccc3ccccc23)o1
  0.2	nt	nt	nt	2.3	16.5	-0.4	1.0	-4.5
O=C(Nc1nc(-c2ccccc2)nc2ccccc12)c1ccc(F)cc1
  1.4	-3.1	0.9	0.2	-3.7	2.3	0.3	0.6	i
C=CCNC(=S)NN(c1ccccc1)c1ccccc1
  -3.4	-0.7	5.3	-0.4	-3.4	4.9	-1.2	-4.0	-0.9

Some of the compounds tested. The share of hits here may be higher or lower than overall.
